SKN-1 block: suppressors of acrylamide-induced Pgst-4::GFP reporter in worms, primary screen, SKN-1 inhibitor project, whole organism, uHTS, GFP/RFP fluorescence ratio, strain VP596; C. elegans VP596 Pgst-4::GFP/RFP ratio, 24 h; inhibition, % at 21.8 µM; actives 0.49% (n = 360,000);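 active = interference check ratio from 0.5 to 1.5 plus GFP to RFP signal ratio inhibition reaching or exceeding a fixed threshold, cut at about 30% in these data, passing the limit was not always enough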; note: some compounds called inactive have numbers as strong as hits
NRP1-CendR mod: modulators of CendR peptide binding to NRP-1, primary screen, biochemical, fluorescence polarization, uHTS | FAM-RPARPAR peptide binding to NRP-1 | AID 602438, 2012 | actives 0.85% (n = 360,000) | inhibition, % at 25 µM | Neuropilin-1 (Homo sapiens), O14786;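 active = inhibition or corrected inhibition above about 18%, plus a signal ratio from 0.5 to 1.5, limit read from the data, passing the limit was not always enough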; note: strong numbers were not always called active
Neddyl block: inhibitors of cullin neddylation, primary screen, biochemical, TR-FRET, uHTS, NAE and Ubc12; NEDD8-conjugating enzyme Ubc12 (Homo sapiens) + NEDD8-activating enzyme E1 regulatory …; calls only at 25 µM; actives 0.58% (n = 360,000); in the data active = inhibition above about 36%
bovine MsrA act: bovine MsrA enzyme activators, primary screen, biochemical, absorbance, HTS; AID 602163, 2012; purified bovine MsrA, absorbance read-out; actives 0.3% (n = 360,000); activation, % at 10.6 µM; in the data active = activation above about 7.5%;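 note: 0% = vehicle and 100% = reference activator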
Rin1 Abl inh: inhibitors of Rin1-Abl protein binding, primary screen, biochemical, TR-FRET; Tyrosine-protein kinase ABL1 (Homo sapiens) + Ras and Rab interactor 1 (Homo sapiens), …; inhibition, % at 7.35 µM; actives 0.4% (n = 360,000); AID 588664, 2011; in the data active = inhibition above about 5%, passing the limit was not always enough
Target sequence (P00519 whole entry, looked up): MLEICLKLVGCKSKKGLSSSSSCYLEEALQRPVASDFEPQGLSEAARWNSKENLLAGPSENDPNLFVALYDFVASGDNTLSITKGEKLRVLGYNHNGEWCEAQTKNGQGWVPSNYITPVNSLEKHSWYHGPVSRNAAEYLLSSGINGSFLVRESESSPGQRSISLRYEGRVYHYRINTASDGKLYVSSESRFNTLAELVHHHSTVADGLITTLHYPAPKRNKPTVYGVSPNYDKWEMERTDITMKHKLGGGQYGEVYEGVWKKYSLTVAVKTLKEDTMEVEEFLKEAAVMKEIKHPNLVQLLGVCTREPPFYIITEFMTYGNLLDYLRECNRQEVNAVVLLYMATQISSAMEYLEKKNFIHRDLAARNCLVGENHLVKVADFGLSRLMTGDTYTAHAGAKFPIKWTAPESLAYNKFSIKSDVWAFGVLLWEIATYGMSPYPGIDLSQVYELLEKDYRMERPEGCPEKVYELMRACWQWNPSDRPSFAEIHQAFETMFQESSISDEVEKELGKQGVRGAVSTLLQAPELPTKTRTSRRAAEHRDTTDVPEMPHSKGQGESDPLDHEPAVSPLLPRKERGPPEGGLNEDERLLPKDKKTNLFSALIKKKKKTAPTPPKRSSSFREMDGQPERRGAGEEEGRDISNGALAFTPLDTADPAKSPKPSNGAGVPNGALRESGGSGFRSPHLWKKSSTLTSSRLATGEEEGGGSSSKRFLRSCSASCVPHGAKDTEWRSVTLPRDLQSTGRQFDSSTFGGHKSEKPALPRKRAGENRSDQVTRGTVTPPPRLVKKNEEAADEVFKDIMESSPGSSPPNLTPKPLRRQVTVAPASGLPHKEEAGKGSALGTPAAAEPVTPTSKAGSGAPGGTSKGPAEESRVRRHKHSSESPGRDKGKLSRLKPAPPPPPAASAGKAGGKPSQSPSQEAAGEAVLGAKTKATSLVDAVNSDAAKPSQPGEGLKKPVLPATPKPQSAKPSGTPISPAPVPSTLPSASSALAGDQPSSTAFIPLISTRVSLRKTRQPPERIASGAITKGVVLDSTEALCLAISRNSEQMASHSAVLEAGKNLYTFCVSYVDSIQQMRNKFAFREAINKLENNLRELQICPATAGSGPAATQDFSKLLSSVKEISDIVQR
Target sequence (Q13671 whole entry, looked up): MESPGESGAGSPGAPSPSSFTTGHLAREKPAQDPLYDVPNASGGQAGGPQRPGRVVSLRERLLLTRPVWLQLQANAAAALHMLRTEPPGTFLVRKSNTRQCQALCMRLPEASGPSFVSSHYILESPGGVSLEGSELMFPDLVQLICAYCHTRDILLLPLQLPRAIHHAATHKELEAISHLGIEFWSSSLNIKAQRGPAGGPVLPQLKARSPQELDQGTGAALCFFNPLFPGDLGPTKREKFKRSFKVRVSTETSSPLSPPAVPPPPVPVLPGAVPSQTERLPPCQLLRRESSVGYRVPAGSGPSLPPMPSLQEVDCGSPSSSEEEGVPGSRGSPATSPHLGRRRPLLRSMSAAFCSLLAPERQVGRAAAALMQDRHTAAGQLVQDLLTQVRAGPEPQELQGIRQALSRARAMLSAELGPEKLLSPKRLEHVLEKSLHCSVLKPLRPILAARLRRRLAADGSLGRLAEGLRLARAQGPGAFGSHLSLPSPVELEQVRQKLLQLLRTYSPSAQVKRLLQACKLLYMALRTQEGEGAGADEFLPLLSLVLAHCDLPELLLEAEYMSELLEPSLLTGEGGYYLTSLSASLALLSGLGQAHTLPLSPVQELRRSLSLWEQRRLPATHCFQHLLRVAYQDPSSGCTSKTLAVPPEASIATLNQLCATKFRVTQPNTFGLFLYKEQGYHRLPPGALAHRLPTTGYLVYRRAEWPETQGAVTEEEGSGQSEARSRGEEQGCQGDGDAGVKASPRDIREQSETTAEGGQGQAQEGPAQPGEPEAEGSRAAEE
MsrA inh: bovine MsrA enzyme inhibitors, primary screen, biochemical, absorbance, HTS | AID 651718, 2012 | purified bovine MsrA, absorbance read-out | inhibition, % at 15.5 µM | Methionine sulfoxide reductase A (Bos taurus) | actives 0.75% (n = 360,000); in the data active = inhibition above about 4.5%;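 note: 0% = vehicle wells with enzyme and 100% = reference inhibitor wells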
FAS-TE inh: FAS thioesterase domain inhibitors, primary screen, biochemical, fluorescence intensity, uHTS | actives 0.67% (n = 360,000) | Fatty acid synthase (Homo sapiens), P49327 | recombinant FAS-TE, OMFH fluorogenic substrate, fluorescence endpoint | inhibition, % at 15 µM | AID 602261, 2012;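 active = compounds whose normalised, plate-corrected inhibition of enzyme fluorescence in the single-dose primary screen is 50% or more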;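 note: 0% = DMSO with enzyme and 100% = substrate without enzyme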
MT1-MMP act inh: blockers of MT1-MMP proenzyme processing, primary screen, HT1080 RFP-PRO-GFP cells, GFP/RFP fluorescence | GFP/RFP ratio fluorescence, overnight; percent of plate control window, DMSO zero | GFP/RFP ratio change, % at 20 µM | actives 0.061% (n = 360,000);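 active = GFP/RFP ratio change of at least 30% with cell ATP level not reduced by more than half and red fluorescence within 50% of control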; note: strong numbers were not always called active
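Compound: 20 µM single dose, 1% DMSO / System: HT1080 RFP-PRO-GFP cells / Controls: DMSO and RFP-L50D-GFP cell wells / Read-out basis: GFP/RFP fluorescence ratio / Schedule: overnight compound exposure at 37 °C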
eLon inh: inhibitors of E. coli Lon protease, primary screen, biochemical, fluorescence polarization; actives 0.42% (n = 360,000); AID 602123, 2011; purified E. coli Lon protease; P0A9M0; inhibition, % at 7.94 µM; in the data active = inhibition above about 13%, passing the limit was not always enough;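 note: 0% = enzyme with probe and DMSO and 100% = no enzyme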
* hit, by the source's call; i = inactive; / = no result given; + = active, no number.

SMILES	SKN-1 block	NRP1-CendR mod	Neddyl block	bovine MsrA act	Rin1 Abl inh	MsrA inh	FAS-TE inh	MT1-MMP act inh	eLon inh
O=NN(CCF)C(=O)NC1CCC(=O)NC1=O (stereo unspecified)	4	5	i	-4	/	-0.1	-3	7	-11
COc1ccc(C(c2nnnn2Cc2ccccc2)N2CCC(n3c(=O)[nH]c4ccccc43)CC2)cc1 (stereo unspecified)	4	-3	i	-1	3	0.2	8	-10	-8
O=C1CC(=O)N(c2ccccc2F)C(=O)N1	11	-1	i	-5	6	0.4	-4	-6	-22
COC1C(C)OC(OC2CC(C)(O)Cc3cc4c(c(O)c32)C(=O)c2c(O)cc3c(c2C4=O)OC2OC3(C)C(O)C(N(C)C)C2O)C(OC)C1(C)OC (stereo unspecified)	58	144	i	-2	-3	-0.6	-153	-32	+
COC(=O)C1=C(c2cccc(OCc3ccccc3)c2)C[C@@H]2CC[C@H]1N2C(=O)NCc1cccc(F)c1	0	3	i	1	6	0.3	22	-2	3
O=P1(NC2CCCC2)COc2ccccc2OC1	-35	7	i	-9	2	-0.8	-5	-2	4
CC(=O)N1Cc2cnnn2-c2ccccc2C1(C)C#N (stereo unspecified)	4	-3	i	-2	0	-0.7	-11	7	-3
COc1ccc(C=O)cc1	6	-9	i	-4	-2	/	-3	-2	4
O=C(O)CC1OCC=C2CN3CCC45c6ccccc6NC4C1C2CC35 (stereo unspecified)	4	-8	i	-2	0	-0.6	0	1	5
Cc1cccc(CS(=O)(=O)Cc2ccc(C(=O)N3CCC4(CC3)OCCO4)o2)c1	9	-10	i	-5	5	1.8	-5	1	-3
c1ccc(-c2ccncc2)cc1	-18	5	i	0	0	0.1	-6	5	-5
COc1ccc(-n2c(=O)[nH]c3ccccc3c2=O)cc1	6	4	i	-5	-5	-0.2	-7	-2	4
CCOc1ccc(-n2c(O)c(C=NCCN(CC)CC)c(=O)[nH]c2=O)cc1	13	-45	i	-10	-2	0.3	-8	-11	-19
COc1ccc(Cn2c(O)c(C=NCCCn3ccnc3)c(=O)[nH]c2=O)cc1	14	23	i	-1	0	1.1	-8	-4	5
CCC(=Nc1ccccc1N)c1c(O)[nH]c(=O)[nH]c1=O	10	-12	i	-2	4	-0.7	-5	1	4
Cc1c(C=O)c2ccccc2n1Cc1ccc([N+](=O)[O-])cc1	-5	-4	i	-10	1	0.4	17	9	-13
CC(C)c1cccc(C(C)C)c1OCCn1ccnc1	34*	-8	i	14*	0	0.4	-8	-1	-7
CC(=O)N1CCC2(CC1)CC(=O)c1cc(OCC(=O)N3CCN(C)CC3)ccc1O2	-19	-3	/	-13	2	1.4	-5	1	-9
CC1(C)CC(=O)CC(C)(C)N1O	8	0	i	-2	1	1.4	-10	5	0
COC(=O)C1=C(c2ccc(Cl)c(C(F)(F)F)c2)C[C@@H]2CC[C@H]1N2C(=O)N1CCC(C)CC1	3	16	i	-1	-1	/	39	-4	10
O=c1cccc2n1CC1CC2CN(Cc2ccc3c(c2)OCO3)C1 (stereo unspecified)	7	-4	i	-2	2	-0.2	-8	2	-8
CN1CCN(CC(=O)Nc2ccc(Cl)cc2C(=O)c2ccccc2)CC1	5	2	i	-3	1	0.7	-4	-1	0
COc1ccc(CC(=O)N2CCN(C)CC2)cc1	7	0	i	-14	-3	-0.7	-5	/	-8
N=C1c2ccccc2CN1c1ccc(F)c([N+](=O)[O-])c1	2	-2	i	4	-1	-0.7	-4	1	-6
O=C(c1ccc(Cl)cc1)C12CN3CN(CN(C3)C1)C2	21	-4	i	-1	2	-0.2	-11	3	-6
Later entries.
SMILES	SKN-1 block	NRP1-CendR mod	Neddyl block	bovine MsrA act	Rin1 Abl inh	MsrA inh	FAS-TE inh	MT1-MMP act inh	eLon inh
CC(C)CC1(CCc2ccccc2)C(=O)NC(=O)NC1=O	-6	-2	i	-2	4	-1.6	-8	-7	-11
CCCCn1c(O)c(C(C)=NCc2ccco2)c(=O)[nH]c1=O	-5	8	i	-3	2	0.3	0	-2	-3
CCC1(CCO)C(=O)NC(=S)NC1=O	4	15	i	-5	1	1.3	-2	0	-5
Oc1ccccc1Cl	14	-2	i	-8	1	2.2	-8	7	7
O=C(COc1ccc(Cl)cc1)N1CCN(C/C=C/c2ccccc2)CC1	-24	0	i	-1	-2	-1.3	5	1	5
Cc1cc(N2CCCCC2)ccc1C=C1C(=O)N(C)C(=S)N(C)C1=O	27	-35	i	-4	-4	2.3	-5	48	-11
O=C(CSC1c2ccccc2-c2ccccc21)N/N=C/c1ccc(C(=O)O)cc1	5	-1	i	-4	-2	-1.2	0	0	-2
COc1cccc(NC(=O)N2CCC3(CC2)OCCO3)c1	5	5	i	-1	-2	-0.9	-14	0	-9
C=C(COC(C)=O)CC1CC(O)[C@]2(C)OC3CC4OC5C[C@]6(C)O[C@]7(C)CCC8OC9C[C@]%10(C)OC%11C(C)=CC(=O)OC%11CC%10OC9C[C@@H](C)C8OC7CC6O[C@]5(C)C/C=C\C4OC3CC2O1 (stereo partly specified)	17	-2	i	9.7*	-1	/	87*	18	-5
Cc1ccc(OCC(=O)N2CCN(CC3CC4C=CC3C4)CC2)cc1 (stereo unspecified)	34	-7	i	1	4	0.8	-7	0	4
Cc1cccc(C)c1-n1nnnc1C(c1cc2ccccc2o1)N1CCC(n2c(=O)[nH]c3ccccc32)CC1 (stereo unspecified)	1	7	i	-2	-1	-0.6	81*	3	-7
C=CCn1c(O)c(C(C)=NCC2CCCO2)c(=O)[nH]c1=O (stereo unspecified)	24	-6	i	-2	1	-0.3	-6	1	3
CCC(C)N1C(=O)NC(=O)C2(Cc3cc(C)ccc3N(C)C2)C1=O (stereo unspecified)	-14	1	i	2	4	1.3	-3	1	-2
COc1ccc(CN2CCCC(C(=O)c3ccc(Cl)cc3)C2)c(O)c1 (stereo unspecified)	-14	9	i	-6	1	-0.8	6	1	4
CCCCn1nc(C)c(C(=O)O)c1Cl	-4	12	i	-4	1	-1.0	-5	2	-2
O=C(c1cc(-c2cccnc2)nc2ccc(Cl)cc12)N1CCC2(CC1)OCCO2	-30	-7	i	-12	0	0.4	1	2	-6
Cc1cc(C(=O)C[N+]23CCN(CC2)CC3)c(C)n1-c1ccc(Br)cc1	24	-11	i	0	-3	-0.4	1	1	4
Clc1ccc(COC(Cn2ccnc2)c2ccc(Cl)cc2Cl)cc1 (stereo unspecified)	21	2	i	2	-1	-1.1	25	-4	-3
CC(C)CCn1c(=O)c(C(=O)Nc2ccccc2S(N)(=O)=O)c(O)c2ccccc21	14	-2	i	0	0	-0.1	8	-6	10
CC(=NCc1cccnc1)c1c(O)n(-c2ccc(C)cc2)c(=O)[nH]c1=O	-3	3	i	-2	-3	1.2	-5	5	-5
N/C(=N\[N+](=O)[O-])NCCCC(NC(=O)CNC(=O)c1ccccc1)C(=O)O (stereo unspecified)	7	4	i	-2	0	0.9	-9	2	2
Cc1ccc(Cn2cc(C=O)c(-c3ccc(C)cc3)n2)cc1	17	-7	i	0	-2	0.4	15	0	-6
O=P(O)(O)CN1CCNCCN(CP(=O)(O)O)CCNCC1	24	30*	i	-2	0	0.2	-8	-5	11
O=C(COc1ccc2ccc(=O)oc2c1)N1C[C@H]2C[C@@H](C1)c1cccc(=O)n1C2	0	2	i	-2	-2	2.0	-6	-5	-11
Cc1ccc(N2C(=O)NC(=O)/C(=C\c3cnc(-c4ccccc4)nc3)C2=O)cc1	3	-14	i	-6	-1	-0.3	-11	-24	-82

Single values from above.
O=C(COc1ccc2ccc(=O)oc2c1)N1C[C@H]2C[C@@H](C1)c1cccc(=O)n1C2 in MsrA inh reads 2.0
Oc1ccccc1Cl in NRP1-CendR mod reads -2
COC(=O)C1=C(c2cccc(OCc3ccccc3)c2)C[C@@H]2CC[C@H]1N2C(=O)NCc1cccc(F)c1 in MT1-MMP act inh reads -2

The list continues.
SMILES	SKN-1 block	NRP1-CendR mod	Neddyl block	bovine MsrA act	Rin1 Abl inh	MsrA inh	FAS-TE inh	MT1-MMP act inh	eLon inh
O=C(COc1ccc(Br)cc1)N1CCN(C2CCCC2)CC1	11	1	i	-10	-1	-1.4	1	2	3
C[n+]1ccc(-c2ccccc2)c2ccccc21	-6	9	+	-4	0	2.2	-8	3	-2
Cc1nc2ccc(Cl)cc2c(=O)n1-c1ccccc1Cl	19	-2	i	0	1	1.0	1	-3	2
COC(=O)C(O)(c1c(C)[nH]c2ccccc12)C(F)(F)F (stereo unspecified)	-9	9	i	2	1	-0.7	-2	1	-5
C[C@]12CCC3[C@@H](CCC4=CC(=O)CC[C@@]43CO)C1CCC2=O (stereo partly specified)	-3	4	i	-1	1	0.4	-5	0	-1
CNC(=O)ON(C(=O)NC)C1N(C)C(=S)SC1(C)C (stereo unspecified)	-6	-16	i	-1	-1	-1.0	-7	4	1
Cc1c(C)c2ccc(OCC(=O)N3CCC(C(=O)O)(c4ccccc4)CC3)c(C)c2oc1=O	11	0	/	-2	-5	1.3	-3	1	-10
CCC(C)n1c(O)c(C(c2ccccn2)c2c(O)n(C(C)CC)c(=S)[nH]c2=O)c(=O)[nH]c1=S (stereo unspecified)	27	-10	i	-2	-5	1.5	-4	15	-9
COc1ccc(NC(=O)N2CCC3(CC2)OCCO3)cc1OC	1	4	i	-8	-3	-0.8	-14	-7	5
Cn1c(O)c(C(c2ccccn2)c2c(O)n(C)c(=S)n(C)c2=O)c(=O)n(C)c1=S	-18	-5	i	-12	-1	1.9	-7	/	-5
O=C1CN=C(c2ccc(Cl)cc2)c2oc3ccccc3c2N1	3	-8	i	-4	-2	0.0	-3	0	-5
CN1C(=O)CCC2(C)C1=CCC1C2CCC2(C)C1CCC2(C)O (stereo unspecified)	1	-2	i	1	0	-0.8	-8	1	-13
CN(C)C1(CNC(=O)c2cc(S(=O)(=O)N3CCOCC3)c(Cl)cc2Cl)CCCCC1	10	2	i	-5	1	-1.2	0	3	7
O=C(O)C1C2c3ccccc3C(=O)C1(C(=O)O)c1ccccc12 (stereo unspecified)	6	-8	i	-2	-2	-1.3	-4	-1	-4
O=C1CC=C2C3CC4N(CCC45c4cc(O)c(O)cc4N1C25)CC3=CCBr (stereo unspecified)	2	26*	+	1	31*	0.7	-8	2	4
CN(N)N=Nc1nc2c([nH]1)c(=O)n(C)c(=O)n2C	-20	6	i	-2	2	-0.3	-7	-2	-2
O=C(CN1CCCCC1)c1ccc(F)cc1	1	3	i	-3	-4	-0.2	-5	-1	5
CCOC(=O)C(O)(c1ccc(N(C)C(=O)COc2ccccc2)cc1)C(F)(F)F (stereo unspecified)	-23	-2	i	-1	0	0.9	-1	-5	5

Single records, as listed above. Order of screens: SKN-1 block | NRP1-CendR mod | Neddyl block | bovine MsrA act | Rin1 Abl inh | MsrA inh | FAS-TE inh | MT1-MMP act inh | eLon inh
CCCCn1c(O)c(C(C)=NCc2ccco2)c(=O)[nH]c1=O is entered as -5 | 8 | i | -3 | 2 | 0.3 | 0 | -2 | -3
C=CCn1c(O)c(C(C)=NCC2CCCO2)c(=O)[nH]c1=O (stereo unspecified) is entered as 24 | -6 | i | -2 | 1 | -0.3 | -6 | 1 | 3
Cc1ccc(N2C(=O)NC(=O)/C(=C\c3cnc(-c4ccccc4)nc3)C2=O)cc1 is entered as 3 | -14 | i | -6 | -1 | -0.3 | -11 | -24 | -82
O=C(COc1ccc2ccc(=O)oc2c1)N1C[C@H]2C[C@@H](C1)c1cccc(=O)n1C2 is entered as 0 | 2 | i | -2 | -2 | 2.0 | -6 | -5 | -11

Source: PubChem BioAssay

This is a subset. The share of hits here may be higher or lower than overall.
